GPR55 antagonists – inhibition of LPI-stimulated GPR55 beta-arrestin translocation – imaging, U2OS, beta-arrestin-GFP, LPI agonist, primary screen (AID 2013); U2OS GPR55 beta-arrestin-GFP translocation imaging, LPI antagonism; higher % means a stronger effect; inhibition, % at 10 µM; hits with a dose series show IC50 in µM; 290,000 compounds, 0.13% hits;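 active = spots per cell inhibited over 60%, with over 100 cells counted and total cytoplasm intensity under 500,000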;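 note: U2OS cells stably carrying GPR55 and arrestin-GFP stimulated by 5 µM LPI near EC80; imaged beta-arrestin-GFP aggregate spots per cell after agonist stimulation; plate controls were LPI-stimulated DMSO wells for no effect and DMSO wells without LPI for full effect; some results filed as inactive read as strong as hits; confirmed hits need IC50 under 10 µM and bright autofluorescent wells are also inconclusive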
GPR55 beta-arrestin – selective activators of receptor GPR55 – imaging, U2OS cells, beta-arrestin-GFP redistribution, primary screen (AID 1961); U2OS GPR55 beta-arrestin-GFP redistribution imaging; higher % means a stronger effect; one-dose activation, % at 10 µM; EC50 in µM for titrated hits; 290,000 compounds, 0.048% hits;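 active = activation above 40% with more than 50 cells counted in the well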;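 note: U2OS osteosarcoma cells stably expressing GPR55 and beta-arrestin-GFP; plate controls were DMSO negative control for no effect and LPI positive control for full effect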
SV40 large T antigen – TAg ATPase/helicase activity blockers – biochemical (AID 1903); SV40 large T antigen ATPase/helicase inhibition assay; higher % means a stronger effect; inhibition, % at 20 µM, or IC50 in µM where a hit was titrated; 310,000 compounds, 0.39% hits; in the data active = a potency from the dose series; note: strong numbers were not always called active
KOR beta-arrestin-1 – kappa opioid receptor activators – cell-based, luminescence, uHTS, primary screen (AID 1777); one-dose activation, % at 10 µM; EC50 in µM for titrated hits; 280,000 compounds, 0.02% hits; KOR beta-arrestin recruitment, luminescence; higher % means a stronger effect; in the data active = activation above about 50%, passing the limit was not always enough; note: a part of the inactive calls stands beside numbers as strong as those of hits
NOD1 NF-kB reporter – inhibition of NOD1-driven NF-kB reporter – cell-based, luminescence, uHTS, primary screen (AID 1578) | NOD1-driven NF-kB luciferase reporter cells, luminescence; higher % means a stronger effect | inhibition, % at 4 µM, or EC50 in µM where a hit was titrated | 290,000 compounds, 1% hits; in the data active = inhibition mostly above about 36%, no sharp cut-off; inactive = mostly below about 34%;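 note: HEK-293T reporter cells stimulated with the NOD1 agonist gamma-tri-DAP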
Rac1 GTP hydrolysis – MgcRacGAP GTPase-activating activity inhibitors, confirmation, biochemical, ADP Hunter fluorescence | AID 624330 | MgcRacGAP-stimulated Rac1 GTP hydrolysis, ADP Hunter fluorescence; higher % means a stronger effect; GST-tagged Rac1 F28L mutant substrate | 340,000 compounds, 0.6% hits | one-dose inhibition, % at 30 µM; IC50 in µM for titrated hits;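 active = first-screen hits whose inhibition reached a set limit at any dose in the follow-up dose series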;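 note: fluorescence reports GDP produced by GAP-driven GTP hydrolysis; strong numbers were not always called active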
NOD2 inhibition – NOD2 signaling inhibitors, cell-based, luminescence, uHTS, HEK293 (AID 1566) | HEK293 NOD2/NF-kB luciferase reporter, luminescence; higher % means a stronger effect | inhibition, % at 4 µM, or EC50 in µM where a hit was titrated | 290,000 compounds, 0.63% hits; note: many of its hits are not listed in these tables
HIV peptide binding – inhibitors of HIV fusion peptide binding, primary screen, biochemical, uHTS, fluorescence dequenching (AID 1986) | 290,000 compounds, 0.3% hits | inhibition, % at 20 µM, or IC50 in µM where a hit was titrated | cell-free peptide binding, fluorescence dequenching, 30 min; higher % means a stronger effect; in the data active = inhibition mostly above about 52%, no sharp cut-off; inactive = mostly below about 76%; note: some results filed as inactive read as strong as hits
KOR beta-arrestin-2 – kappa opioid receptor blockers – cell-based, luminescence, uHTS (AID 1778); KOR beta-arrestin recruitment, luminescence, antagonist mode; higher % means a stronger effect; one-dose inhibition, % at 10 µM; IC50 in µM for titrated hits; 290,000 compounds, 0.091% hits; note: strong numbers were not always called active
* = called active by the depositor; [ ] = dose if it differs, or a comment. Cut-off read from the data, not from the text of the source, unless noted: active = inhibition above about 50%; inactive = the rest. The list is partial; rates above refer to the full screens.

Results for CCNCCC(=O)N1c2ccccc2Sc2ccc(NC(=O)OCC)cc21 ?
GPR55 antagonists: 12%; GPR55 beta-arrestin: -0.1%; SV40 large T antigen: 22%; KOR beta-arrestin-1: 7.3%; NOD1 NF-kB reporter: -9%; Rac1 GTP hydrolysis: 7%; NOD2 inhibition: 6%; HIV peptide binding: -2.5%; KOR beta-arrestin-2: -20%

Results for C#CCSc1nc(-c2cccs2)ccc1C#N ?
GPR55 antagonists: -13%; GPR55 beta-arrestin: -0.1%; SV40 large T antigen: 1%; KOR beta-arrestin-1: 3.2%; NOD1 NF-kB reporter: -25%; Rac1 GTP hydrolysis: 9%; NOD2 inhibition: -73%; HIV peptide binding: 3.4%; KOR beta-arrestin-2: 2%

What do the screens show for `O=C(NCCN1CCOCC1)c1cc(S(=O)(=O)NCCCN2CCCC2=O)ccc1Cl`?
GPR55 antagonists: -4%; GPR55 beta-arrestin: -0.1%; SV40 large T antigen: -1%; KOR beta-arrestin-1: -4.4%; NOD1 NF-kB reporter: -9%; Rac1 GTP hydrolysis: 4%; NOD2 inhibition: -7%; HIV peptide binding: -0.6%; KOR beta-arrestin-2: 4%

How did O=[N+]([O-])c1cc(/C=N/O)ccc1N1CCCC1 do in these assays?
GPR55 antagonists: -7%; GPR55 beta-arrestin: 0.4%; SV40 large T antigen: 11%; KOR beta-arrestin-1: -8.2%; NOD1 NF-kB reporter: 3%; Rac1 GTP hydrolysis: 0%; NOD2 inhibition: 8%; HIV peptide binding: -3.7%; KOR beta-arrestin-2: 13%

Results for CCC(C)C(NC(=O)C1CCC(C)CC1)C(=O)NCc1ccccn1 (stereo not drawn) ?
GPR55 antagonists: 3%; GPR55 beta-arrestin: 0.0%; SV40 large T antigen: 8%; KOR beta-arrestin-1: 4.0%; NOD1 NF-kB reporter: -2%; Rac1 GTP hydrolysis: 0%; NOD2 inhibition: 3%; HIV peptide binding: 1.0%; KOR beta-arrestin-2: -50%

Results for O=C(Cc1cccs1)Nc1nnc(-c2ccncc2)s1 ?
GPR55 antagonists: 7%; GPR55 beta-arrestin: 0.3%; SV40 large T antigen: 9%; KOR beta-arrestin-1: -1.7%; NOD1 NF-kB reporter: -22%; Rac1 GTP hydrolysis: 13%; NOD2 inhibition: -4%; HIV peptide binding: 0.2%; KOR beta-arrestin-2: 24%

How did O=C(COc1ccc2c3c(c(=O)oc2c1)CCCC3)N1C[C@H]2C[C@@H](C1)c1cccc(=O)n1C2 do in these assays?
GPR55 antagonists: 4%; GPR55 beta-arrestin: 0.7%; SV40 large T antigen: 4%; KOR beta-arrestin-1: -2.6%; NOD1 NF-kB reporter: -2%; Rac1 GTP hydrolysis: 5%; NOD2 inhibition: 18%; HIV peptide binding: 2.8%; KOR beta-arrestin-2: 13%[20 µM]

How did COc1ccc(-c2c(NC(=O)c3ccco3)oc3ccccc3c2=O)cc1 do in these assays?
GPR55 antagonists: 17%; GPR55 beta-arrestin: -0.1%; SV40 large T antigen: 7%; KOR beta-arrestin-1: -4.9%; NOD1 NF-kB reporter: -1%; Rac1 GTP hydrolysis: -36%; NOD2 inhibition: 8%; HIV peptide binding: -1.1%; KOR beta-arrestin-2: -14%

How did Cc1cc(C)nc(SCc2nnc(SCC(=O)Nc3ccc(C)c(C)c3)o2)n1 do in these assays?
GPR55 antagonists: -12%; GPR55 beta-arrestin: -0.3%; SV40 large T antigen: 12%; KOR beta-arrestin-1: -5.6%; NOD1 NF-kB reporter: -13%; Rac1 GTP hydrolysis: 8%; NOD2 inhibition: 13%; HIV peptide binding: -1.1%; KOR beta-arrestin-2: -19%

How did CCOC(=O)C(=O)Nc1nccs1 do in these assays?
GPR55 antagonists: 7%; GPR55 beta-arrestin: 0.1%; KOR beta-arrestin-1: -0.7%; NOD1 NF-kB reporter: -23%; Rac1 GTP hydrolysis: 6%; NOD2 inhibition: 27%; HIV peptide binding: 1.3%; KOR beta-arrestin-2: -22%[20 µM]

How did Cn1c(=O)c2c(ncn2CC(=O)N/N=C/C=C/c2ccco2)n(C)c1=O do in these assays?
GPR55 antagonists: 4%; GPR55 beta-arrestin: -0.1%; SV40 large T antigen: 24%; NOD1 NF-kB reporter: 0%; Rac1 GTP hydrolysis: 15%; NOD2 inhibition: 4%; HIV peptide binding: 10%

What do the screens show for `Cn1c(CNC(=O)c2ccc3c(c2)OCO3)nnc1SCC(=O)Nc1ccc(F)cc1F`?
GPR55 antagonists: -5%; GPR55 beta-arrestin: -0.2%; SV40 large T antigen: 4%; KOR beta-arrestin-1: 1.4%; NOD1 NF-kB reporter: -36%; Rac1 GTP hydrolysis: 4%; NOD2 inhibition: -2%; HIV peptide binding: 0.4%; KOR beta-arrestin-2: -44%

How did Cc1cc2nc(CN(C)Cc3c(C(=O)N(C)C)nc4ccc(Cl)cn34)[nH]c2cc1C do in these assays?
GPR55 antagonists: 6%; GPR55 beta-arrestin: 0.2%; SV40 large T antigen: -6%; KOR beta-arrestin-1: -2.0%; NOD1 NF-kB reporter: -16%; Rac1 GTP hydrolysis: 12%; NOD2 inhibition: 9%; HIV peptide binding: 1.6%; KOR beta-arrestin-2: -22%

What do the screens show for `CC(=O)c1cc(-c2ccccc2)n(CCC(=O)NC2CCCCCCC2)c1C`?
GPR55 antagonists: 4%; GPR55 beta-arrestin: -0.4%; SV40 large T antigen: 8%; KOR beta-arrestin-1: -3.0%; NOD1 NF-kB reporter: -10%; Rac1 GTP hydrolysis: 0%; NOD2 inhibition: 5%; HIV peptide binding: -0.2%; KOR beta-arrestin-2: -17%

What do the screens show for `Cc1cccc(N=N/C(=C\O)C(=O)c2cccs2)c1`?
GPR55 antagonists: 4%; GPR55 beta-arrestin: 0.1%; SV40 large T antigen: 11%; KOR beta-arrestin-1: -5.0%; NOD1 NF-kB reporter: 27%; Rac1 GTP hydrolysis: 1%; NOD2 inhibition: -3%; HIV peptide binding: -0.7%; KOR beta-arrestin-2: -11%

Results for Cc1ccc(CNC(=O)C2CC(=O)N(c3ccc(OCC(=O)N4CCCC4)cc3)C2)cc1 (stereo not drawn) ?
GPR55 antagonists: 1%; GPR55 beta-arrestin: 0.2%; SV40 large T antigen: 9%; KOR beta-arrestin-1: 11%; NOD1 NF-kB reporter: -49%; Rac1 GTP hydrolysis: 16%; NOD2 inhibition: -12%; HIV peptide binding: -0.4%; KOR beta-arrestin-2: -66%

What do the screens show for `Cc1nnc(NC(=O)CCCOc2ccccc2)s1`?
GPR55 antagonists: -14%; GPR55 beta-arrestin: 0.0%; SV40 large T antigen: 4%; KOR beta-arrestin-1: 4.9%; NOD1 NF-kB reporter: -13%; Rac1 GTP hydrolysis: 8%; NOD2 inhibition: 1%; HIV peptide binding: 2.4%; KOR beta-arrestin-2: -51%

What do the screens show for `Cc1c(C(C)C)c(=O)n(-c2ccc(S(=O)(=O)N3CCOCC3)cc2)n1C`?
GPR55 antagonists: -2%; GPR55 beta-arrestin: -0.1%; SV40 large T antigen: 8%; NOD1 NF-kB reporter: -5%; Rac1 GTP hydrolysis: 3%; NOD2 inhibition: -2%; HIV peptide binding: -1.4%; KOR beta-arrestin-2: -36%[20 µM]

Results for CNC(=O)NC(=O)C(C)OC(=O)CCCSc1nc2ccccc2s1 (stereo not drawn) ?
GPR55 antagonists: 0%; GPR55 beta-arrestin: 0.3%; SV40 large T antigen: 33%; KOR beta-arrestin-1: -3.3%; NOD1 NF-kB reporter: 28%; Rac1 GTP hydrolysis: 1%; NOD2 inhibition: 35%; HIV peptide binding: 2.9%; KOR beta-arrestin-2: 12%

How did COc1ccc(CNS(=O)(=O)NCc2ccccc2)cc1 do in these assays?
GPR55 antagonists: -6%; GPR55 beta-arrestin: 0.5%; SV40 large T antigen: 16%; KOR beta-arrestin-1: 0.1%; NOD1 NF-kB reporter: -23%; Rac1 GTP hydrolysis: 11%; NOD2 inhibition: 6%; HIV peptide binding: -2.3%; KOR beta-arrestin-2: -9%

How did CCOC(=O)c1ccccc1NC(=O)Cn1cnc2c(nnn2-c2ccc(C)cc2)c1=O do in these assays?
GPR55 antagonists: -12%; GPR55 beta-arrestin: -0.1%; SV40 large T antigen: 10%; KOR beta-arrestin-1: 0.5%; NOD1 NF-kB reporter: -30%; Rac1 GTP hydrolysis: 5%; NOD2 inhibition: 5%; HIV peptide binding: -1.0%; KOR beta-arrestin-2: -8%

How did COCCCNC(=O)CCn1c(=O)c2ccccc2n(CC(=O)Nc2c(C)cccc2C)c1=O do in these assays?
GPR55 antagonists: -4%; GPR55 beta-arrestin: 0.0%; SV40 large T antigen: 11%; KOR beta-arrestin-1: -2.5%; NOD1 NF-kB reporter: -13%; Rac1 GTP hydrolysis: 6%; NOD2 inhibition: 7%; HIV peptide binding: 0.0%; KOR beta-arrestin-2: 20%

How did COCCn1c(=O)[nH]c2cc(C(=O)N3CCN(c4cc(C)ccc4C)CC3)ccc2c1=O do in these assays?
GPR55 antagonists: 5%; GPR55 beta-arrestin: 4.8%; SV40 large T antigen: 12%; KOR beta-arrestin-1: 4.4%; NOD1 NF-kB reporter: 6%; Rac1 GTP hydrolysis: -2%; NOD2 inhibition: 12%; HIV peptide binding: 1.2%; KOR beta-arrestin-2: -28%

How did O=S(=O)(c1ccc(F)cc1)n1ccc(-c2cccc(OCc3ccc(Cl)cc3Cl)c2)n1 do in these assays?
GPR55 antagonists: 7%; GPR55 beta-arrestin: -0.2%; SV40 large T antigen: 8%; KOR beta-arrestin-1: 1.4%; NOD1 NF-kB reporter: 16%; Rac1 GTP hydrolysis: 4%; NOD2 inhibition: 6%; HIV peptide binding: 2.5%; KOR beta-arrestin-2: 7%

Results for Cc1cc(C)n(-c2ccc(OCC(=O)O)nn2)n1 ?
GPR55 antagonists: 3%; GPR55 beta-arrestin: -0.2%; SV40 large T antigen: 5%; KOR beta-arrestin-1: 2.3%; NOD1 NF-kB reporter: 20%; Rac1 GTP hydrolysis: -2%; NOD2 inhibition: 1%; HIV peptide binding: -4.0%; KOR beta-arrestin-2: -6%

Results for CCc1ccc(OC)c(S(=O)(=O)Nc2ccccc2C)c1 ?
GPR55 antagonists: 2%; GPR55 beta-arrestin: 0.6%; SV40 large T antigen: 4%; KOR beta-arrestin-1: -1.4%; NOD1 NF-kB reporter: -11%; Rac1 GTP hydrolysis: 9%; NOD2 inhibition: 6%; HIV peptide binding: -1.4%; KOR beta-arrestin-2: 26%

How did Cc1onc(-c2ccccc2Cl)c1C(=O)NC1CCS(=O)(=O)C1 (stereo not drawn) do in these assays?
GPR55 antagonists: -4%; GPR55 beta-arrestin: -0.1%; SV40 large T antigen: 3%; KOR beta-arrestin-1: -6.3%; NOD1 NF-kB reporter: -3%; Rac1 GTP hydrolysis: 5%; NOD2 inhibition: 11%; HIV peptide binding: 1.9%; KOR beta-arrestin-2: 9%
